Screening data: PubChem, Broad Institute
FN deposition inh – inhibitors of fibronectin matrix deposition, primary screen, AH1F cells, Alexa488-fibronectin fluorescence, plate reader | AH1F fibroblasts, overnight | 350,000 compounds, 0.086% hits | inhibition, % at 12.6 µM;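 active = mean inhibition across replicates of 30% or more, regardless of how many single replicates reach that level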;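 note: positive control wells lacked labelled fibronectin entirely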
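material = AH1F fibroblast monolayer depositing Alexa488-labelled fibronectin into matrix | amount = 10000 AH1F cells/well | buffer or medium = DMEM plus 2% serum, read in PBS | incubation = 1 h cell adhesion before compound, then overnight fibronectin incubation | detection = fluorescence at 485 nm excitation, 525 nm emission | evaluation = percent inhibition as loss of matrix-bound fibronectin fluorescence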
SIRT5 inh – SIRT5 desuccinylase inhibitors, primary screen, biochemical, fluorescence imaging, single point, set 5; Purified SirT5, succinyl-peptide AMC, trypsin-coupled fluorescence; inhibition, % at 15 µM; 330,000 compounds, 1.1% hits; AID 652115, 2013; in the data active = inhibition above about 15%
Target sequence (Q9NXA8 whole entry, looked up): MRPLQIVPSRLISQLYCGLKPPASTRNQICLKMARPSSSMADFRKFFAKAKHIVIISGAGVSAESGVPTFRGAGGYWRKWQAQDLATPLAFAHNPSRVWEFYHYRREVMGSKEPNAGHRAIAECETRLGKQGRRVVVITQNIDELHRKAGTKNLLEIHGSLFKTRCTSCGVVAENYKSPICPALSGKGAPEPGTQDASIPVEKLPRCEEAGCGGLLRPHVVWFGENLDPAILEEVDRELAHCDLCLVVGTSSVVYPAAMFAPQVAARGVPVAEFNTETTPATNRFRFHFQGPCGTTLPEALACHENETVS
LGR2 antag – inhibitors of bursicon-induced LGR2 CRE-luciferase signal, primary screen, cell-based, HEK293, CRE-luciferase reporter, bursicon stimulation | Drosophila bursicon receptor LGR2 (rickets) | bursicon-stimulated, 4 h | inhibition, % at 9.99 µM | 380,000 compounds, 0.35% hits | AID 720647, 2013;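 active = drop in luminescence signal, shown as inhibition above about 50% in the replicate tests, limit read from the data, passing the limit was not always enough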;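 note: agonist challenge used bursicon conditioned medium at about half maximal strength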
S100A4 MyoIIA – inhibitors of S100A4-myosin IIA peptide binding, primary screen, biochemical, fluorescence polarization, TAMRA-MyoIIA peptide; Protein S100-A4 (Homo sapiens), P26447; inhibition, % at 10.7 µM; 360,000 compounds, 0.14% hits; AID 652163, 2013;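 active = mean inhibition of at least 70% across replicates, with every replicate also reaching that level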
Target sequence (P26447 whole entry, looked up): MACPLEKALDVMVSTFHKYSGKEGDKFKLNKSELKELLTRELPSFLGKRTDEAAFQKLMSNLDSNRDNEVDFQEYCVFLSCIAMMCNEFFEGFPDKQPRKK
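Material: S100A4 monomer (human). Medium: Calcium-containing HEPES buffer, pH 7.2. Probe or stimulus: labelled myosin peptide probe, 5 nM. Compound dosing: one concentration per compound. Timing: polarization read 5 min after assay mix addition, stable 5–60 min. Benchmarks: DMSO as neutral control, TFP as positive control.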
Statin myotox sup – suppressors of statin myotoxicity in C2C12 myotubes, primary screen, cell-based, single point, plate reader; AID 602340, 2012; 330,000 compounds, 0.78% hits; C2C12 myotubes + simvastatin, ATP luminescence, 48 h; scaled: DMSO 0, geranylgeraniol control 100; rescue of ATP level, % at 7.49 µM;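 active = mean ATP rescue above about 67%, or every replicate alone reaching that limit, limit read from the data, passing the limit was not always enough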;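 note: myotubes were challenged with 10 µM simvastatin during compound exposure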
esBAF inh – Bmi1 luciferase reporter increase in mESCs, primary screen, esBAF inhibitor project, mouse ES cells, Bmi1 luciferase knock-in, single point; 24 h; 100% = twice the neutral-well signal; reporter increase, % at 12.5 µM; 350,000 compounds, 2% hits; in the data active = activation above about 40%;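 note: 0% = median of the plate's neutral control wells and 100% = double that signal; a rise in the Bmi1 reporter signal indicates esBAF inhibition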
Casp6 inh – human caspase-6 inhibitors, primary screen, biochemical, VEID-R110 fluorescence, single point, set 2 | purified caspase-6, Z-VEID-R110 cleavage fluorescence | inhibition, % at 12.5 µM | 350,000 compounds, 0.53% hits | AID 686996, 2013;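 active = mean inhibition across replicates at least about 35%, with every replicate also reaching that limit, limit read from the data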;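 note: 0% = median of neutral control wells and 100% = no fluorescence left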
Target sequence (P55212 24-179 limits assumed): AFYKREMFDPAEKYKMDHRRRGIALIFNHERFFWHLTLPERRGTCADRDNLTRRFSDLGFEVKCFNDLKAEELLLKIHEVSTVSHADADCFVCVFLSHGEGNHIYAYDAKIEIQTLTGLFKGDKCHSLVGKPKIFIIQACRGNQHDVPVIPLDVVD
Target sequence (P55212 194-293 limits assumed): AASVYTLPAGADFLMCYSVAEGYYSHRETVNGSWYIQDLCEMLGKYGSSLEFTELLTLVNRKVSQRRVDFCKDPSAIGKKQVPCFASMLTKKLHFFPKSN
An asterisk follows results filed as active; nt = no result given. This is a subset; the hit share may differ from the screen's.

The opening 2 compounds (preview)
SMILES	FN deposition inh	SIRT5 inh	LGR2 antag	S100A4 MyoIIA	Statin myotox sup	esBAF inh	Casp6 inh
O=C(c1ccc(N2CCN(C(=O)c3cccc(F)c3)CC2)cc1)c1cccc(F)c1	-5	2	-10	-4	4	-4	2
COc1cccc(N=Cc2c(O)c3ccccc3oc2=O)c1	-4	-3	0	-12	8	6	-1

Results, from the start:
SMILES	FN deposition inh	SIRT5 inh	LGR2 antag	S100A4 MyoIIA	Statin myotox sup	esBAF inh	Casp6 inh
O=C(c1ccc(N2CCN(C(=O)c3cccc(F)c3)CC2)cc1)c1cccc(F)c1	-5	2	-10	-4	4	-4	2
COc1cccc(N=Cc2c(O)c3ccccc3oc2=O)c1	-4	-3	0	-12	8	6	-1
CC(C)CCNS(=O)(=O)c1ccc(-c2ccc(S(=O)(=O)NCCC(C)C)cc2)cc1	nt	0	-2	-2	14	-6	1
O=C(CCc1ccc(S(=O)(=O)N2CCOCC2)cc1)Nc1nc(COc2ccccc2)cs1	-1	nt	24	nt	1	-7	nt
Cc1[nH]c2ccccc2c1SCC(=O)N1CCOCC1	10	-1	19	-13	1	2	-1
Cc1ccc(S(=O)(=O)N(C)C[C@H]2Oc3ccc(N(C)C)cc3C(=O)N([C@H](C)CO)C[C@@H]2C)cc1	nt	-5	0	2	3	-1	-2
CN(CC(=O)NC1CC1)S(=O)(=O)c1cc(Cl)ccc1Cl	20	-1	-7	1	2	-5	-3
O=C(C[C@H]1C[C@@H]2c3cc(NC(=O)c4ccc5c(c4)OCO5)ccc3O[C@@H]2[C@H](CO)O1)NCCc1ccccc1	nt	-1	12	5	-3	0	1
CC(C)(C)C1CCc2onc(C(=O)NCc3ccc(F)cc3)c2C1 (stereo not given)	-4	nt	-8	nt	26	-3	nt
NC(N)=Nc1nc(-c2ccccc2)c2ccccc2n1	-10	-1	nt	4	-17	4	-13
CCS(=O)(=O)n1nc(-c2ccco2)nc1N	0	-4	-12	2	nt	nt	1
CC(C)NC(=O)c1ccccc1NC(=O)CS(=O)(=O)Cc1ccccc1	nt	-1	3	1	63	9	2
CO[C@@H]1CN(C)C(=O)c2ccc(NC(=O)Nc3ccccc3)cc2OC[C@H](C)N(CC2CC2)C[C@@H]1C	-18	0	6	-3	-12	-3	-2
CCOC(=O)C1=C(c2ccccc2)OC(N)=C(C#N)C1c1ccc(Cl)s1 (stereo not given)	nt	nt	-8	nt	-2	2	nt
Cc1c(C)n(CC(O)CN2CCN(C)CC2)c2ccccc12 (stereo not given)	3	-3	-5	3	-4	-3	-8
Cc1ccc(C(=O)NCCCNC(=O)c2ccccn2)cc1	-1	1	0	2	5	-3	4
CCCC(=O)N1CC2(C1)CN(C(=O)Nc1cccc(F)c1)[C@H](CO)c1c2c2ccc(OC)cc2n1C	5	5	-18	-12	nt	nt	-4
COc1cc(/C=N/NC(=O)c2ccoc2C)ccc1O	16	2	-18	4	nt	nt	2
COc1cc(CNC(=O)c2cc(-c3cc(Cl)ccc3C)n[nH]2)cc(OC)c1	0	-2	-1	-10	7	6	-3
Cc1noc(C)c1C(=O)N1CCC1(C)C(=O)NS(=O)(=O)c1ccc(Cl)cc1 (stereo not given)	-13	-3	-5	-5	0	-3	-7
COc1ccc(C2C(C#N)=C(C)NC3=C2C(=O)c2ccccc23)cc1 (stereo not given)	nt	1	1	-13	-27	-5	2
O=C(/C=C/c1ccccc1[N+](=O)[O-])N1CCN(c2ccccc2F)CC1	nt	-4	0	-3	nt	nt	-1
COC(=O)C[C@@H]1CC[C@@H]2[C@H](COc3ccc(NC(=O)c4cnccn4)cc3C(=O)N2C)O1	5	1	20	nt	29	-3	nt
Cn1c(=O)c2c(nc(Br)n2Cc2ccccc2Cl)n(C)c1=O	nt	nt	12	nt	-3	-7	nt
Cc1c(C)n(-c2ccccc2)c2ncnc(NCCCN(C)C)c12	-2	-1	-3	-27	14	-2	5
O=C(COC(=O)CCSc1ccc(F)cc1)NCc1ccc(F)cc1	nt	nt	12	-1	0	0	-2
CC(=O)NC1C(=O)N=C(SCC(=O)NC2CCCCC2)NC1=O (stereo not given)	nt	2	-9	-8	2	-5	4
COc1ccc(-c2cn(CC[C@@H]3CC[C@@H](NC(=O)NC(C)C)[C@@H](CO)O3)nn2)cc1	-7	-1	5	33	0	3	1
COc1ccc(CN(C)C[C@H]2Oc3ccc(NS(=O)(=O)c4ccccc4)cc3CC(=O)N([C@@H](C)CO)C[C@@H]2C)cc1	nt	17*	-3	20	66*	0	nt
O=c1[nH]cnc2sc3c(c12)CN(Cc1ccccc1)CC3	nt	-8	12	-4	2	0	2
CCOC(=O)N1CCN(C(=O)c2cccc(S(=O)(=O)Nc3ccccc3Cl)c2)CC1	-2	-2	-6	-3	-1	-9	0
COC(=O)[C@@]12C[C@@H](CC(=O)NCC34CC5CC(CC(C5)C3)C4)C(=O)N(Cc3ccccc3)C1=CCC(C)(C)C2	-16	2	3	-23	nt	nt	2
COCCn1c(SCC(=O)c2ccc(F)cc2)nnc1C(C)C	3	nt	nt	nt	-1	5	nt
C[C@@H]1CN([C@H](C)CO)S(=O)(=O)c2ccc(C#C[C@@H](C)O)cc2O[C@@H]1CN(C)Cc1ccncc1	-9	6	-30	1	0	-21	0
C[C@@H]1CN([C@@H](C)CO)C(=O)c2cc(C#CCN(C)C)cnc2O[C@@H]1CN(C)C(=O)Nc1ccccc1F	nt	3	-9	23	-1	-3	1
CCCN1C[C@@H](C)[C@@H](OC)CN(C)C(=O)c2cc(NC(=O)C3CCOCC3)ccc2OC[C@@H]1C	6	-3	17	-15	3	1	2
Cc1noc(C)c1S(=O)(=O)Nc1ccc2c(c1)C(=O)N([C@H](C)CO)C[C@@H](C)[C@@H](CN(C)S(=O)(=O)c1ccc(Cl)cc1)O2	nt	5	-16	-25	nt	7	-2
COc1ccc(C(C(=O)NC2CCCCC2)N(C(=O)CCl)c2ccc(C)cc2)cc1 (stereo not given)	5	1	nt	44	nt	nt	-64
COCC(C)NC(=S)NCCc1ccc(Cl)cc1Cl (stereo not given)	-1	-3	6	-17	nt	nt	-6
CC1CCCN(C(=O)CNC(=O)c2sc3ccccc3c2Cl)C1 (stereo not given)	-2	4	-90	-6	-32	82*	3
C[C@H]1CN([C@@H](C)CO)S(=O)(=O)c2ccc(C#CC3(O)CCCC3)cc2O[C@H]1CN(C)C(=O)Nc1cccc(F)c1	-2	-6	-2	0	-120	0	-1
CCCS(=O)(=O)C(=C(Nc1ccc(OC)cc1)Nc1ccc(OC)cc1)S(=O)(=O)CCC	nt	nt	11	nt	0	-6	nt
CC(C)C[C@H](NC(=O)N1CCn2c1nc1ccccc12)C(=O)NCC1CCCO1 (stereo not given in full)	0	-2	13	1	-1	2	2
Cn1c(=O)c2c(nc(SCC(=O)c3cccs3)n2Cc2ccc(F)cc2)n(C)c1=O	nt	nt	2	nt	27	1	nt
O=c1c(C(c2ccc(O)cc2)c2c(O)nc3n(c2=O)CCCS3)c(O)nc2n1CCCS2	nt	nt	-4	nt	-3	-7	nt

Already shown: an excerpt of the list.
SMILES	FN deposition inh	SIRT5 inh	LGR2 antag	S100A4 MyoIIA	Statin myotox sup	esBAF inh	Casp6 inh
CCCN1C[C@@H](C)[C@@H](OC)CN(C)C(=O)c2cc(NC(=O)C3CCOCC3)ccc2OC[C@@H]1C	6	-3	17	-15	3	1	2
Cc1noc(C)c1S(=O)(=O)Nc1ccc2c(c1)C(=O)N([C@H](C)CO)C[C@@H](C)[C@@H](CN(C)S(=O)(=O)c1ccc(Cl)cc1)O2	nt	5	-16	-25	nt	7	-2
COc1ccc(C(C(=O)NC2CCCCC2)N(C(=O)CCl)c2ccc(C)cc2)cc1 (stereo not given)	5	1	nt	44	nt	nt	-64
COCC(C)NC(=S)NCCc1ccc(Cl)cc1Cl (stereo not given)	-1	-3	6	-17	nt	nt	-6
CC1CCCN(C(=O)CNC(=O)c2sc3ccccc3c2Cl)C1 (stereo not given)	-2	4	-90	-6	-32	82*	3
C[C@H]1CN([C@@H](C)CO)S(=O)(=O)c2ccc(C#CC3(O)CCCC3)cc2O[C@H]1CN(C)C(=O)Nc1cccc(F)c1	-2	-6	-2	0	-120	0	-1
CCCS(=O)(=O)C(=C(Nc1ccc(OC)cc1)Nc1ccc(OC)cc1)S(=O)(=O)CCC	nt	nt	11	nt	0	-6	nt
CC(C)C[C@H](NC(=O)N1CCn2c1nc1ccccc12)C(=O)NCC1CCCO1 (stereo not given in full)	0	-2	13	1	-1	2	2
Cn1c(=O)c2c(nc(SCC(=O)c3cccs3)n2Cc2ccc(F)cc2)n(C)c1=O	nt	nt	2	nt	27	1	nt
O=c1c(C(c2ccc(O)cc2)c2c(O)nc3n(c2=O)CCCS3)c(O)nc2n1CCCS2	nt	nt	-4	nt	-3	-7	nt

Next part:
SMILES	FN deposition inh	SIRT5 inh	LGR2 antag	S100A4 MyoIIA	Statin myotox sup	esBAF inh	Casp6 inh
Cc1ccccc1NC(=O)C(Cc1ccccc1)n1cccc1 (stereo not given)	6	4	0	-9	nt	nt	1
C[C@@H]1CN([C@@H](C)CO)C(=O)c2cc(-c3cccc(C(=O)N(C)C)c3)cnc2O[C@@H]1CN(C)S(=O)(=O)c1ccc(F)cc1	nt	0	5	41	-29	13	1
FC(F)(F)c1ccc(-c2nnc(-c3cccnc3)o2)cc1	-2	-1	-5	3	7	34	-3
O=C(COC(=O)c1ccc(OC(F)F)cc1)NCc1cccs1	-1	-1	-6	-4	16	2	0
COc1ccccc1Cc1c(-c2ccc(C#N)cc2)nc2ccc(Br)cn12	-2	-7	37	-10	8	22	4
CCOc1ccc(CN2CCNC(=O)C2CC(=O)NCCCC2CCCC2)cc1 (stereo not given)	-2	-1	-10	21	3	17	-2
COc1ccc2cc(C(=O)OC(C)C)sc(=O)c2c1OC	nt	nt	nt	-34	-7	53*	nt
CCN(C(=O)COC(=O)c1c(-c2ccccc2)noc1C)c1c(N)n(Cc2ccccc2)c(=O)[nH]c1=O	4	2	-8	0	9	6	1
CCNC(=O)[C@H]1[C@H](CO)[C@H]2Cn3c(cccc3=O)[C@H]2N1CC1CCCCC1	nt	nt	-4	nt	18	-3	nt
CCOC(=O)CSc1nnc(-c2ccc(S(=O)(=O)N3CCC(C)CC3)cc2)o1	0	nt	nt	nt	-2	-6	nt
C=CC[C@@H](Cc1ccc(F)cc1)C(=O)OC[C@@H]1CCCN1C(=O)[C@@H](CC=C)CC(=O)NCCO	-11	nt	10	2	6	9	-1
COc1cccc(C=C(C(C)=O)C(=O)c2ccccc2)c1	9	-3	24	9	nt	nt	6
COc1ccc(NC(=O)C(c2ccc(OC)cc2)N(C)C(=O)CC2NC(=O)NC2=O)cc1 (stereo not given)	1	nt	-10	nt	11	-4	nt
Cc1ccc(-c2nnn(CC(=O)N(c3ccccc3F)C(CC(C)C)C(=O)NCC3CCCO3)n2)cc1 (stereo not given)	12	nt	nt	nt	3	12	nt
O=C(Nc1ccccc1O)c1c(O)c2c([nH]c1=O)CCCC2	4	nt	-43	-2	12	85*	-1
C[C@@H]1CN([C@H](C)CO)C(=O)c2cc(NS(=O)(=O)c3ccc(F)cc3)ccc2O[C@@H]1CN(C)Cc1ccc(C(=O)Nc2ccccc2N)cc1	-15	-4	2	15	38	-21	-1
COC(=O)c1cc(S(=O)(=O)N2CCN(c3cccc(C)c3C)CC2)c[nH]1	10	2	10	2	5	2	-1
NS(=O)(=O)c1cc(C(=O)NCCc2ccccn2)ccc1Cl	0	nt	-9	3	1	10	3
